SR-BI DiI inh = inhibitors of SR-BI mediated HDL lipid uptake, primary screen, ldlA[mSR-BI] cells, fluorescence, single point; Scavenger receptor class B member 1 (Mus musculus), Q61009; ldlA[mSR-BI] CHO cells, DiI-HDL uptake fluorescence, 3 h; inhibition, % at 12.5 µM; 0.96% of 320,000 active;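 active = mean replicate inhibition of at least 70% and a set share of replicates each scoring 70 or more; inconclusive = meets just one of the two criteria; inactive = fails both criteria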;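 also: 0% = median of neutral control wells and 100% = median of positive control wells; values of inactives mirror those of a sister screen read the other way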
Target sequence (Q61009 whole entry, looked up): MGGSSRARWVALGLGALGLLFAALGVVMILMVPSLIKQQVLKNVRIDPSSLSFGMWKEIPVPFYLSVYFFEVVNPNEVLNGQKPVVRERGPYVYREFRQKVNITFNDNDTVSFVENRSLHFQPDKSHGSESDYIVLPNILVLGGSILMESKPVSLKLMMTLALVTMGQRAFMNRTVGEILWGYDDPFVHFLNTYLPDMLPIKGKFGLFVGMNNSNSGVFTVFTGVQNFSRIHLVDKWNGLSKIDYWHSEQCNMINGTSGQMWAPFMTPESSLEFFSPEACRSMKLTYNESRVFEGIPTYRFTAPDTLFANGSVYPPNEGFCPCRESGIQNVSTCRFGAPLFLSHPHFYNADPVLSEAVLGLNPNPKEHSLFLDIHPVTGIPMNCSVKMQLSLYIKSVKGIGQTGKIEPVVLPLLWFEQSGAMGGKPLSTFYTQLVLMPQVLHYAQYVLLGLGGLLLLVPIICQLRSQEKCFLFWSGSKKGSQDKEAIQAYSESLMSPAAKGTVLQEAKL
phage Ecoli inh = growth loss of phage-infected E. coli, primary screen, RecBCD inhibitor project, absorbance, with phage, HTS. 0.26% of 360,000 active. inhibition, % at 11.9 µM; in the data active = inhibition above about 11%
CAL PDZ FP-1 = untagged CAL PDZ binding inhibitors, primary screen, biochemical, fluorescence polarization, HTS; Golgi-associated PDZ and coiled-coil motif-containing protein (Homo sapiens), Q9HD26; purified CAL PDZ, TMR-peptide fluorescence polarization, 1 h; inhibition, % at 24.9 µM; 0.92% of 300,000 active; AID 602252, 2012;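 active = mean inhibition of at least 30% with at least half of replicates also reaching 30%; inconclusive = no clear call, values can overlap the other calls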;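 also: 0% = DMSO neutral control and 100% = excess unlabeled competitor peptide PRC23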
SR-BI DiI-HDL act = activators of SR-BI mediated DiI-HDL uptake, primary screen, ldlA[mSR-BI] CHO cells, DiI fluorescence; 0.096% of 320,000 active; AID 504775, 2011; activation, % at 12.5 µM; 3 h; 100 = double the neutral-control signal;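 active = mean replicate activation of at least 60% and every replicate at or above 60%; inconclusive = mean or all-replicate condition met, but not both; inactive = mean below 60% and not all replicates reaching 60%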;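 also: 0% = median plate neutral-control signal and 100% = twice that signal; values of inactives mirror those of a sister screen read the other way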
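System: CHO ldlA[mSR-BI] cells / Medium: HEPES-buffered (25 mM, pH 7.4) F12 plus 0.5% BSA / Probe or stimulus: labelled HDL, 10 µg/mL / Doses: single compound concentration, delivered by pin transfer / Schedule: 3 h, 37 °C / Measured by: DiI fluorescence, bottom read / Measure: cell-associated DiI fluorescence as measure of HDL uptake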
Tat export inh = E. coli Tat export inhibitors, primary screen, MC4100, TorA-mCherry reporter, fluorescence, single point; inhibition, % at 10 µM; 0.036% of 340,000 active; AID 488895, 2010;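 active = mean replicate inhibition at least 50% and at least half of replicates individually reaching 50%; inconclusive = only one of the two criteria met; inactive = neither criterion met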;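 also: exported cargo escapes ClpAP degradation while cytoplasmic cargo is degraded and loses fluorescence; 0% = median of neutral control wells and 100% = median of NaSCN control wells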
CAL PDZ FP-2 = CAL PDZ peptide-binding inhibitors, primary screen, biochemical, fluorescence polarization, Cer-tagged CAL PDZ, HTS; purified CAL PDZ, TMR-peptide fluorescence polarization, 1 h; Golgi-associated PDZ and coiled-coil motif-containing protein (Homo sapiens), Q9HD26; AID 504414, 2011; 0.02% of 330,000 active; inhibition, % at 20 µM;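 active = highest replicate inhibition of at least 40%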;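 also: plate controls were DMSO neutral control wells for no effect and unlabeled competitor peptide control wells for full effect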
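System: purified tagged CAL PDZ domain construct (CerCALP). Schedule: 1 h incubation at room temperature before polarization reading. Medium: 25 mM sodium phosphate pH 7.4, 150 mM NaCl, TCEP, IgG, Thesit. Read-out: percent inhibition from loss of millipolarization. Measured by: FP readout, S and P plane fluorescence. Probe or stimulus: fluorescent TMR peptide probe.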
E coli growth = E. coli V3065 growth inhibition, primary screen, counter-screen for AddAB inhibitor project, absorbance, OD600; 18 h; inhibition, % at 11.9 µM; 0.27% of 330,000 active; AID 449728, 2010;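 active = inhibition above the campaign's mean inhibition across all tested compounds plus 3 SD, cut at about 9.9% in these data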;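 also: uninfected addAB+ strain grown without phage in ampicillin broth; 0% = DMSO wells and 100% = ciprofloxacin 0.95 µg/ml wells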
MITF act = activators of MITF-driven TRPM1 promoter reporter, primary screen, cell-based, SK-MEL-5, luciferase, single point; 0.75% of 300,000 active; activation, % at 12.5 µM; SK-MEL-5 TRPM1-promoter luciferase, 24 h; % of positive control, neutral wells = 0;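 active = mean activation of at least 80% with every replicate also reaching 80%; inconclusive = mean reaches 80% but some replicate falls short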;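 also: 0% = neutral control wells and 100% = parthenolide positive control wells; values of inactives mirror those of a sister screen read the other way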
Wnt act = Wnt/beta-catenin pathway activators, primary screen, cell-based, plate reader, single point; Wnt/beta-catenin reporter cell assay, activator; activation, % at 9.35 µM; 1.2% of 300,000 active; AID 743398, 2014; in the data active = activation above about 30%, passing the limit was not always enough; inconclusive = no clear call, values can overlap the other calls;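 also: 0% = neutral control wells and 100% = positive control wells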
AddAB inh = growth inhibition of E. coli expressing H. pylori AddAB, primary screen, AddAB inhibitor project, absorbance; 0.29% of 330,000 active; inhibition, % at 11.9 µM; in the data active = inhibition above about 12%;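 also: 0% = vehicle wells of infected cells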
* hit, by the source's call; ? = inconclusive; / = not tested or not shown.

SMILES	SR-BI DiI inh	phage Ecoli inh	CAL PDZ FP-1	SR-BI DiI-HDL act	Tat export inh	CAL PDZ FP-2	E coli growth	MITF act	Wnt act	AddAB inh
CC(=O)c1ccc(NS(=O)(=O)c2ccc3ccccc3c2)cc1	-20	1.5	-5	20	8	-0.8	-1.6	2	/	3.1
CN(C)C1=NCCN1CCCC1CCCCC1	-50	2.2	-1	50	9	0.9	-0.9	-4	-4	1.1
Cc1ccc(-c2cc(C(=O)NCc3ccccn3)c3ccccc3n2)cc1	34	2.0	3	-34	3	-0.2	-0.3	32	/	1.0
Cn1nnc2cc(C(=O)Nc3ccccc3F)ccc21	/	3.3	/	/	2	0.0	2.6	?	13	3.4
N#Cc1ccccc1Cn1cc(/C=C/[N+](=O)[O-])c2ccccc21	1	2.5	/	-1	4	1.1	0.8	-91	18	2.9
Fc1ccc(CO/N=C/C2=C(Cl)c3ccccc3CC2)cc1	-8	0.9	-3	8	11	-0.3	0.4	9	/	1.4
CCOc1ccc(Cc2n[nH]c(=S)n2N)cc1	-6	-0.2	0	6	5	-1.5	0.8	10	1	3.8
Cc1cc(=O)oc2cc(OCC(=O)OCC(=O)NC3CC3)ccc12	-1	3.8	-1	1	3	-2.7	-2.8	1	-14	-0.1
O=C(CN1C(=O)CCC1=O)Nc1nc(-c2cccs2)cs1	-8	2.4	-4	8	5	-0.2	0.3	-4	/	-1.3
CC(/C=C1\SC(=S)N(NC(=O)c2cccc(O)c2)C1=O)=C\c1ccccc1	0	0.7	-5	0	9	-3.1	0.3	-2	2	2.0
O=C(CN1CCCCC1)N1CCc2ccccc21	-22	0.6	0	22	-3	-0.7	0.9	/	1	2.1
NS(=O)(=O)c1ccc(NC(=O)COC(=O)C2(c3ccc(F)cc3)CCCC2)cc1	/	2.6	4	/	-11	0.2	3.7	-23	-3	2.7
CCCOc1ccccc1/C=N/NC(=O)C1CC1	0	2.0	-2	0	-5	-3.5	/	6	14	/
Cc1ccc(/C=C/C(=O)Nc2ccccc2C(N)=O)cc1	4	5.2	-1	-4	-2	-1.5	0.7	27	/	0.8
CSc1ccccc1OCc1cc(C(=O)NCCn2ccnc2C)no1	10	-0.2	-5	-10	5	-1.3	1.4	24	-3	3.1
O=C(Nc1ccon1)c1nc[nH]c1C(=O)N1CCN(c2ccccc2)CC1	5	0.2	-3	-5	2	0.4	-0.7	-1	0	-2.4
CCCN(CC(=O)Nc1ccccc1C)C(=O)C1CC(=O)N(c2cccc(C)c2C)C1 (centres undefined)	6	3.1	12	-6	-1	-1.5	2.1	5	-1	0.2
O=C(NC1CCCCCC1)c1ccc(CS(=O)Cc2cccc(Cl)c2)o1 (centres undefined)	11	4.0	/	-11	-5	-0.9	-0.3	-2	-2	3.3
O=C(O)CCc1ccc(S(=O)(=O)N2CCOCC2)cc1	2	3.2	1	-2	5	0.6	-2.9	2	1	-1.7
CC(C)c1cc2cc3ccc(=O)oc3cc2o1	-15	4.5	-2	15	-5	1.2	-0.2	94*	-2	-0.2
Cc1ccc(CSc2nnc(-c3cccc4ccccc34)o2)cc1	-21	2.4	0	21	-6	-0.2	0.8	-16	0	2.2
COc1ccccc1/C=C/C=N/n1c(-c2ccc(C)cc2)n[nH]c1=S	4	1.9	-2	-4	-2	-1.9	0.3	-11	-2	1.2
CC(=O)Nc1ccc(S(=O)(=O)N2CCSC2)cc1	0	2.5	1	0	-9	0.2	0.4	/	-1	2.4
Nc1c(C(=O)Nc2ccc3c(c2)OCCO3)nnn1Cc1ccc(F)cc1	5	3.5	1	-5	-6	-0.6	1.4	116*	26	-0.2
COc1ccc(CCN(C)C2CCCN(S(=O)(=O)C(C)C)C2)cc1OC (centres undefined)	8	2.4	-2	-8	-1	-0.6	1.9	/	-5	1.3
O=C(O)c1ccccc1S(=O)CCO (centres undefined)	-1	2.5	-2	1	-4	-0.4	1.5	1	2	0.3
COc1ccc2occ(NC(C)=O)c2c1	/	3.4	-2	/	0	-7.4	2.5	/	/	2.9
Clc1cccc(N2CCN(c3ncnc4nc[nH]c34)CC2)c1	/	-0.8	/	/	-5	0.2	-1.9	4	-3	2.6
CC(C)[C@@H]1COC(c2cccc(C3=N[C@H](C(C)C)CO3)n2)=N1	-7	1.9	1	7	-5	-1.2	2.2	2	2	1.6
C=CCNC(=O)c1c(Br)cnn1-c1ccc(C)cc1	13	4.0	1	-13	2	-1.2	-3.7	35	17	-0.3
O=C(CCNS(=O)(=O)c1ccc(OC(F)(F)F)cc1)N1CCCC1	10	1.0	1	-10	-1	-2.1	/	4	-5	/
CCCCNC(=O)C1CC(=O)N(C2CCCC2)C1 (centres undefined)	-14	2.7	-6	14	-10	0.7	-2.2	4	/	0.9
Cc1cccc(NC(=O)c2cnn3ccccc23)c1C	/	-1.1	11	/	0	-0.6	2.3	?	-1	3.3
CC1CC(C)CN(S(=O)(=O)c2cccc3nonc23)C1 (centres undefined)	0	0.7	0	0	1	-0.7	1.4	7	1	-0.4
CNC(=O)NCC12CC3CC(CC(C3)C1)C2	-25	-1.1	-3	25	0	-2.0	-2.2	7	/	1.2
O=C(CSc1nc(-c2ccccc2)c(-c2ccccc2)[nH]1)NCC1CCCO1 (centres undefined)	-16	0.8	-1	16	-1	-0.3	-0.6	-1	-1	0.3
CS(=O)(=O)Nc1ccc(C2=NN(C(=O)c3ccco3)C(c3ccccc3)C2)cc1 (centres undefined)	5	1.7	-6	-5	4	-1.8	-0.7	6	2	-0.3
CCOC(=O)[C@H]1[C@H]2COc3ccc(Cl)cc3[C@@H]2N2C(=O)c3ccc(Cl)cc3NC(=O)[C@@]12C	13	3.3	-2	-13	1	-1.9	-0.2	-7	-1	2.9
CCOC(=O)CCn1c(CC(=O)OCC)nc2ccccc21	-3	-0.6	0	3	-8	/	0.2	7	/	0.8
NS(=O)(=O)c1ccc(CNC(=O)NC2(c3ccccc3)CC2)cc1	-7	3.1	/	7	-7	-1.0	1.7	-6	-1	1.0
CCOC(=O)c1c(NC(=O)CSc2nnnn2-c2ccccc2)sc2c1CCC(C)C2 (centres undefined)	-6	0.2	-8	6	-2	-1.0	-1.4	0	/	1.9
Cc1ccc(N(CC(=O)NCc2ccccc2)C(=O)CCC(=O)Nc2nccs2)cc1	-1	3.8	-5	1	-4	-2.3	3.0	6	-3	2.3
O=C1NC2(CCCCC2)C(=O)N1Cc1ccc([N+](=O)[O-])cc1	7	-0.9	-3	-7	5	-1.6	-1.0	-13	-2	3.5
CCOc1ccc(C(=O)Nc2ccc(N3CCN(C(C)=O)CC3)cc2)cc1[N+](=O)[O-]	72*	5.4	2	-46	-2	-1.5	0.8	-2	-3	1.9
NC1=NC(=O)C(Cc2cccc(Cl)c2Cl)S1 (centres undefined)	8	15*	-4	-8	3	1.0	2.2	6	-2	4.0
O=C(Nc1ccc(Br)cc1)C1CCCN(S(=O)(=O)c2cccnc2)C1 (centres undefined)	17	2.4	-6	-17	-2	-1.3	-0.7	2	0	0.2
CCCC(=O)NCCc1ccc(S(N)(=O)=O)cc1	-10	2.2	-1	10	10	-0.7	1.3	-4	0	2.8
COC(=O)[C@@H]1C[C@@]2(Br)c3ccccc3N(S(=O)(=O)c3ccccc3)[C@H]2N1C(=O)OC	-19	3.4	-4	19	-2	0.0	-1.6	-11	-3	4.1
Cc1nc(C)c(-c2csc(N)n2)s1	-4	1.5	-6	4	-15	1.4	-2.8	-5	4	2.5
Cc1ccc(OCC(=O)Nc2cccc3nsnc23)c(C)c1	-36	0.4	/	36	0	0.8	-1.3	36	/	4.2
CC(=O)Nc1ccc2oc(-c3ccccc3Br)nc2c1	-5	2.1	/	5	3	-3.0	-3.2	4	/	-2.0
Cc1nn(C)c(=O)n1-c1ccc(Oc2ccccc2)cc1	-20	1.3	/	20	3	0.2	0.8	5	/	6.3
O=C1Nc2ccccc2C1Cc1ccc(OC(F)(F)F)cc1 (centres undefined)	1	2.0	-3	-1	1	-1.9	-1.9	-2	0	1.2
Cc1cc(OCC(=O)Nc2cc(-c3nn4c(C)nnc4s3)ccc2C)ccc1Cl	33	1.5	/	-33	14	0.1	-0.2	4	-10	3.3
COc1cccc2cc(C(=O)N(C)C)c(=O)oc12	-14	0.9	9	14	-2	-0.8	0.2	/	-4	2.3
CCOC(=O)c1sc(S(C)(=O)=O)c2c1CC(C)(C)C/C2=N/O	/	-1.0	/	/	/	/	-1.4	/	0	1.8
COc1ccccc1CNS(=O)(=O)c1ccc2c(c1)CC(C)N2C(=O)C1CC1 (centres undefined)	-6	-1.9	-3	6	1	-2.8	-1.5	-10	0	3.2
CCN(CC)C(=O)CSc1nc(-c2ccccc2)cc(=O)[nH]1	-1	0.1	1	1	2	-0.4	0.8	-2	-2	1.4
O=C(Nc1nnc(-c2ccco2)o1)c1ccc(Cl)s1	-9	0.9	-3	9	8	-2.2	2.7	-13	-1	6.0
Cc1ccc(N2CC(C(N)=O)CC2=O)cc1C (centres undefined)	-5	2.5	4	5	-3	-1.7	-3.2	/	/	1.8
(more compounds)
SMILES	SR-BI DiI inh	phage Ecoli inh	CAL PDZ FP-1	SR-BI DiI-HDL act	Tat export inh	CAL PDZ FP-2	E coli growth	MITF act	Wnt act	AddAB inh
COC(=O)c1ccc(OC)c(CN2CCCN(Cc3cc(C)ccc3C)S2(=O)=O)c1	32	-0.4	-4	-32	3	-2.3	-1.6	2	-2	-1.7
O=C(CSc1ncn(-c2ccccc2)n1)NCc1ccccc1	-15	3.6	-3	15	-3	-0.3	1.1	4	/	0.8
O=c1cc[nH]c2c1ccc1c(=O)cc[nH]c12	-16	0.5	-2	16	-2	-0.4	-2.4	2	5	1.0
O=C(c1cccc(S(=O)(=O)N2CCCCC2)c1)N1CCCCC1	17	-0.7	-1	-17	2	-0.7	0.6	/	/	0.2
COC(=O)c1ccc(CSc2nc3c(c(=O)n2-c2ccc(C)cc2)SCC3)o1	7	-0.4	-6	-7	-3	-1.0	-2.2	2	0	-2.3

Screening data deposited in PubChem BioAssay by several laboratories.
